High-throughput results deposited in PubChem BioAssay by Broad Institute.
XiGFP reactiv = reactivates the inactive X chromosome in mouse fibroblasts; actives 0.055% (n = 360,000); XiGFP mouse fibroblasts, % GFP-positive cells imaging, 3 d; cells co-treated with 5-aza-dC sensitizer; scaled so ellipticine positive control = 100%; activation, % at 7.58 µM; AID 743238;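 active = mean normalized replicate activation at least 10% and every replicate at or above 10%; inconclusive = only one of the two criteria met; inactive = mean below 10% and not all replicates reach 10%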;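 also: 0% = median of on-plate neutral control wells and 100% = ellipticine 6 µM median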
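Assay system: SV40-immortalized XiGFP fibroblast cells, line 68-5-11; buffer or medium: DMEM plus 5-aza-dC sensitizer; compound: one concentration, pinned; timing: compounds 3 days, fix/stain 15 min at room temperature; benchmarks: positive control ellipticine, 6 µM final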
INS-1E GSIS act = primary screen for activators of insulin secretion dependent on glucose, INS-1E cells, GLuc reporter luminescence. actives 0.61% (n = 370,000). activation, % at 16.6 µM. INS-1E GLuc reporter insulin secretion, 2-3 h;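 active = lowest replicate activation of at least 40%, so every replicate reaches that level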;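 also: 0% = median of neutral control wells and 100% = median of IBMX positive control wells; some compounds called inactive have numbers as strong as hits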
CFTR F508del cor = CFTR F508del correction in bronchial cells. CFBE cells, YFP halide quenching; stimulated with forskolin plus potentiator P3; % fluorescence drop versus neutral controls. activity (quench increase), % at 7.58 µM. actives 0.36% (n = 350,000). AID 720511;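 active = mean added fluorescence quench of at least 8% versus neutral control, with both replicates also reaching 8%; inconclusive = only one of the mean or replicate conditions met; inactive = mean below 8% and not both replicates reaching 8%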;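 also: cells transiently co-express mutant CFTR-F508del with the halide-sensitive YFP; corrector assay measuring rescue of mutant channel to the surface after 24 h compound exposure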
ARNT TACC3 PPI = ARNT/TACC3 interaction disruption; Q9Y6A5; AlphaScreen His-ARNT PAS-B/GST-TACC3 binding, luminescence; TACC3 fragment carries E629A point mutation; inhibition, % at 9.99 µM; actives 0.66% (n = 390,000); AID 623870;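 active = mean inhibition of replicates at least 50% and at least half of replicates each reaching 50%; inconclusive = half or more replicates reach 50% but mean below 50%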;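 also: 0% = complete ARNT plus TACC3 wells and 100% = ARNT alone without TACC3; many hits fall short of the cut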
ERp5 block = blocks human ERp5 reductase activity on insulin; Q15084; ERp5 insulin aggregation, absorbance 650 nm, 90 min; inhibition, % at 9.99 µM; actives 0.05% (n = 350,000);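 active = mean replicate inhibition above about 25%, with every replicate also reaching it, limit read from the data, passing the limit was not always enough; inconclusive = only one of those two criteria met; inactive = neither criterion met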
Target sequence (Q15084 whole entry, looked up): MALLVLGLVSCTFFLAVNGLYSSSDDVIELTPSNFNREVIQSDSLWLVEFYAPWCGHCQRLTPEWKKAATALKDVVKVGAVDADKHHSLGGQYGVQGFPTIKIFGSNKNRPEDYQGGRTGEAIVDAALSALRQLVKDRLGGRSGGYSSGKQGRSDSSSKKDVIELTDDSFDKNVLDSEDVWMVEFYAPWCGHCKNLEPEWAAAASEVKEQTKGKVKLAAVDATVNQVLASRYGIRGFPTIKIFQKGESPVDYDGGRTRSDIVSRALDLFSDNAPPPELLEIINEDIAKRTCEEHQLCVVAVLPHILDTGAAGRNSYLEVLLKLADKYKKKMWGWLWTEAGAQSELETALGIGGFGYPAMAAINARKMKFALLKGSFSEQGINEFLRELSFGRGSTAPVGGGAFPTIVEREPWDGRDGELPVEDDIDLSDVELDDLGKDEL
DENV2 CPE rescue = protects cells from dengue virus 2 cytopathic effect; DENV2-infected cells, cytopathic effect rescue, plate reader; CPE inhibition, % at 9.99 µM; actives 1.7% (n = 350,000); AID 651640; in the data active = CPE inhibition above about 20%, passing the limit was not always enough; inconclusive = no clear call, values can overlap the other calls; tested in BHK-21 cells;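 also: 0% = median of neutral control wells and 100% = median of positive control wells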
PAX8 inh HTS = lowers PAX8-driven luciferase in RMG-I cells | RMG-I TPO-luciferase reporter, SteadyGlo, 24 h | inhibition, % at 12.6 µM | actives 1.2% (n = 360,000) | AID 652154;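 active = mean replicate inhibition at least 60% with every replicate also reaching 60%; inconclusive = only one of the two criteria is met; inactive = mean below 60% and not all replicates reaching 60%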;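 also: luciferase light reporting Pax8 driven TPO promoter activity; plate controls were median of neutral control wells for no effect and mitoxantrone controls for full effect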
EWS-Fli inh = blocks EWS/Fli oncoprotein-driven transcription | A673 NR0B1-luciferase reporter, viability-normalised | inhibition, % at 12.6 µM | actives 0.67% (n = 350,000) | AID 651661;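 active = mean inhibition of at least 50% after viability correction, with every replicate also passing that limit; inconclusive = mean reaches 50% but only one of two replicates passes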;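 also: firefly luciferase signal divided by Alamar Blue viability fluorescence both relative to DMSO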
The depositor's hits bear a star; ? = inconclusive; / = not tested or not shown.

SMILES | XiGFP reactiv | INS-1E GSIS act | CFTR F508del cor | ARNT TACC3 PPI | ERp5 block | DENV2 CPE rescue | PAX8 inh HTS | EWS-Fli inh
COc1ccc2c(c1)CCCO[C@]21O[C@H](CCO)C[C@H](O)[C@H]1O | 0.3 | -5 | -0.5 | / | 7 | 19 | 11 | -11
O=C(Nc1ccc(S(=O)(=O)N2CCCC2)cc1)c1cccc(OC(F)F)c1 | 0.0 | 4 | -1.3 | -7 | 3 | -1 | 6 | 7
O=C(NC1CCCC1)C1c2ccccc2OCC(=O)N1CCc1ccccc1 (stereo not drawn) | 0.2 | -3 | -1.9 | / | 0 | 17 | 4 | -1
CC(=O)N1CC(=O)N2[C@H](CO)[C@@H](c3ccc(-c4cccc(C(=O)N(C)C)c4)cc3)[C@H]2C1 | 0.1 | 9 | 2.1 | / | 1 | 0 | -33 | -11
COC(=O)c1cccc(NC(=O)c2cnccn2)c1 | 0.1 | 14 | 0.0 | -8 | 1 | -1 | -49 | -39
O=C(Nc1cc(F)ccc1F)N1CCCCN2[C@H](CO)[C@H](c3ccc(-c4cccnc4)cc3)[C@H]2C1 | 0.0 | -6 | 1.0 | -2 | 4 | 5 | -22 | 6
N#Cc1ccc(-c2ccc([C@@H]3[C@@H]4CN(Cc5cocn5)C[C@H]3N4)cc2)cc1 | 0.0 | 9 | 6.0 | / | / | 99* | 26 | -51
COc1cccc(/C=C/c2nc3c(cnn3-c3ccccc3)c(=O)[nH]2)c1 | 0.0 | 11 | -0.8 | -6 | 0 | -6 | 36 | -1
CCC(C)NC(=O)c1ccccc1NC(=O)CN1C(=O)c2ccccc2S1(=O)=O (stereo not drawn) | -0.1 | -12 | -0.9 | -7 | -2 | 0 | -1 | -2
CC1CCc2cc(F)ccc2N1C(=O)c1ccncc1 (stereo not drawn) | 0.2 | 41 | / | -3 | / | / | 3 | /
CCCNC(=O)C[C@@H]1CC[C@@H]2[C@H](COC[C@@H](O)CN2Cc2ccc(Cl)c(Cl)c2)O1 | 0.1 | -6 | 0.7 | 0 | -2 | -5 | 16 | 2
COC(=O)C(C)Sc1ncnc2c1c(-c1ccccc1)cn2-c1ccc(OC)cc1 (stereo not drawn) | 0.6 | 21 | / | 49* | / | / | 7 | /
CCN(CC)C(=O)C(=O)c1cn(CC(=O)NCc2ccc3c(c2)OCO3)c2ccccc12 | 0.2 | -1 | 2.3 | -4 | 5 | 2 | 17 | 3
CCOC(=O)C1=C(N)N(c2cc(S(=O)(=O)N3CCOCC3)ccc2Cl)C(=O)C1 | 0.0 | -2 | 0.0 | -5 | 2 | 0 | 4 | -10
CCN1CCN(C(=O)C(C)Oc2ccc(S(=O)(=O)N3CCCC3)cc2C(N)=O)CC1 (stereo not drawn) | 0.3 | 1 | -0.2 | -1 | 3 | ? | -14 | -3
O=C(CC1CC2CCC1C2)N1CCN(S(=O)(=O)c2ccccc2[N+](=O)[O-])CC1 (stereo not drawn) | 0.1 | -15 | -0.7 | -1 | / | 4 | 7 | 1
Cc1ccnc2nc(C(=O)OCC(=O)N(CC(C)C)CC(C)C)nn12 | 0.2 | 3 | 1.0 | -12 | 4 | -7 | -7 | -1
NS(=O)(=O)c1ccc(-c2ccc(/C=N/Nc3ccc(C(=O)O)cc3)o2)cc1 | 0.2 | -1 | 2.0 | -2 | 1 | 7 | 17 | 13
C[C@@H]1CN([C@@H](C)CO)C(=O)c2cc(-c3cccc(F)c3)cnc2O[C@@H]1CN(C)Cc1ccccc1 | -0.1 | -14 | -0.7 | 2 | 5 | 9 | / | 5
Cc1ccc(NC(=O)Nc2cc(-c3ccccc3)nn2C)cc1Cl | 0.0 | 1 | 1.0 | -5 | 5 | ? | -11 | -6
CC(Oc1ccccc1)C(=O)N1CCN(c2ccc(N3CCCCC3)nn2)CC1 (stereo not drawn) | 0.1 | -8 | -1.9 | 1 | 2 | / | -18 | 3
CCOCCn1c(CN2CCc3ccccc3C2)nc2c1c(=O)n(C)c(=O)n2C | 0.0 | -2 | -1.2 | -6 | 4 | -6 | 8 | 9
CCOC(=O)C(=O)NCC(c1cccs1)S(=O)(=O)c1ccc(C)cc1 (stereo not drawn) | 0.2 | -5 | -1.3 | -2 | 3 | 8 | -4 | -1
NC(=O)CSc1ccc(S(=O)(=O)N2CCCCC2)cn1 | 0.7 | -3 | -2.7 | / | 3 | -4 | -2 | 5
O=C1CCC(NC(=O)Cc2ccccc2)C(=O)N1 (stereo not drawn) | / | 1 | -4.4 | / | 9 | -8 | / | -1
Cc1cc(C)nc(N2CCN(C(=O)CCC(=O)Nc3nnc(CC(C)C)s3)CC2)n1 | 0.1 | -5 | 1.6 | 3 | 3 | -6 | 4 | 11
CCOc1ccc(/C=N/N2C(C)CCCC2C)cc1OC (stereo not drawn) | 0.7 | 0 | 1.9 | -2 | 4 | 6 | 6 | -4
CCN1CCN(Cc2ccc(NC(=O)c3ccc(C)c(NC(=O)c4csc(-c5ccncc5)n4)c3)cc2C(F)(F)F)CC1 | 0.0 | 32 | 1.7 | 38 | -7 | / | 25 | 5
NS(=O)(=O)c1ccc(CNC(=O)C(c2ccccc2)c2ccccc2)cc1 | 0.3 | / | / | -9 | -1 | 1 | 14 | 5
C/C=C/c1cnc2c(c1)C(=O)N([C@@H](C)CO)C[C@@H](C)[C@H](CN(C)C(=O)Cc1ccccc1)O2 | 0.8 | 1 | 0.8 | -19 | -4 | 2 | / | -3
COc1ccc(CN2CCNC(=O)C2CC(=O)N(C)Cc2nccs2)cc1OC (stereo not drawn) | 0.3 | 43 | -1.1 | 0 | 8 | -4 | 8 | /
NCCCC[C@H]1CN=C(N)N1CCC12CC3CC(CC(C3)C1)C2 | 0.0 | 24 | 0.4 | 11 | -6 | -4 | 10 | 21
O=[N+]([O-])c1ccc(-c2cnc(NO)nc2)cc1 | 0.3 | 9 | / | 7 | / | / | 5 | /
COc1cccc(NC(=O)CN2C(=O)NC(C)(CCC(C)C)C2=O)c1 (stereo not drawn) | 0.0 | -5 | -0.1 | -5 | 0 | -5 | 6 | 24
Cc1ccc(C(=O)Nc2ccccc2C(=O)NC2CCCCC2)cc1S(=O)(=O)N1CCOCC1 | / | -11 | 0.6 | 4 | 3 | -1 | / | 9
COc1ccccc1NC(=O)CSc1ccc2nnc(-c3ccncc3)n2n1 | 0.1 | / | -0.6 | 25 | 4 | ? | 10 | 5
Cc1nnc(NC(=O)Cn2nc(C)c3ccccc3c2=O)s1 | 0.6 | -5 | 1.5 | -2 | -6 | -3 | -4 | 3
CCCc1ccc(-c2cc(NC(=O)CSc3nnc(N)s3)n(-c3ccccc3)n2)cc1 | 0.0 | -7 | 2.0 | / | 3 | 13 | -85 | -54
CCNC(=O)C[C@H]1CC[C@@H](NC(=O)C2CCOCC2)[C@H](CO)O1 | -0.5 | 0 | 1.5 | 3 | 11 | 19 | -10 | 3
CCOc1ccc(-c2nnc(SCC(=O)NC3CC3)o2)cc1 | 0.4 | -7 | -3.0 | -2 | -20 | -3 | -22 | 14
CCNC(=S)N/N=C(\C)c1cccc(OC)c1 | 0.3 | 8 | -1.4 | -3 | -1 | 3 | -18 | 15
COc1ccc(-c2ccc3n(c2=O)C[C@H]2[C@H](CO)[C@@H](C(=O)Nc4ccccc4)[C@@H]3N2C)cc1 | 0.2 | 18 | / | 0 | -1 | 8 | -6 | -4
Cc1cccc(C)c1NC(=O)NC1(C(=O)N2CCCCC2)CCCCC1 | 0.0 | -5 | 0.8 | 0 | 3 | -3 | -7 | 3
CCN(CC)S(=O)(=O)c1cccc(NC(=O)COC(=O)c2ccc(Br)o2)c1 | / | -11 | / | 7 | 19 | / | 0 | /
COc1ccccc1Cc1c(-c2ccco2)nc2ccc(Cl)cn12 | 0.1 | / | 1.3 | / | -8 | -8 | 23 | 4
O=C(NCCO)/C(=C\c1cccc([N+](=O)[O-])c1)NC(=O)c1cccs1 | -0.1 | 26 | -0.1 | / | 4 | 5 | -4 | 1
Cn1ncc(Cl)c1C(=O)N1CCN(c2ncccn2)CC1 | 0.4 | 16 | 1.9 | / | 3 | -3 | -3 | 9
CCN(CC)C1CCCCC1NS(=O)(=O)c1ccc(Cl)cc1 (stereo not drawn) | 0.2 | -3 | -1.2 | -1 | 4 | -9 | 9 | 0
O=Cc1c(-c2ccc(F)cc2)nc2ccccn12 | 0.0 | 28 | -2.5 | -12 | -2 | 2 | -26 | -16
CC(=O)Nc1nc2ccc(S(=O)(=O)N3CCCC3)cc2s1 | 0.3 | 2 | -3.6 | -4 | -6 | 4 | -2 | -6

Following part.
SMILES | XiGFP reactiv | INS-1E GSIS act | CFTR F508del cor | ARNT TACC3 PPI | ERp5 block | DENV2 CPE rescue | PAX8 inh HTS | EWS-Fli inh
C[C@@H]1CN([C@H](C)CO)S(=O)(=O)c2ccc(C3=CCCC3)cc2O[C@@H]1CN(C)C(=O)c1ccc(F)cc1 | 0.0 | 17 | 0.9 | 3 | 1 | -2 | 16 | 8
CC(=O)c1c(C)[nH]c(C(=O)OCc2cccc(Cl)c2)c1C | 0.0 | -36 | 4.6 | -3 | 0 | ? | 1 | -3
CCCN1C(=O)/C(=C2/C=Cc3ccccc3N2CC)SC1=S | -0.7 | -2 | -0.5 | 5 | -1 | 0 | 20 | -40
Cc1cc(C)cc(N(CC(=O)NC2CCCCCC2)S(=O)(=O)c2c(C)[nH]c(=O)[nH]c2=O)c1 | -0.1 | -1 | -1.2 | 19 | -2 | 8 | -12 | -6
C[C@@H]1CN([C@H](C)CO)C(=O)c2cc(NC(=O)Nc3ccc4c(c3)OCO4)ccc2O[C@@H](C)CCCCO[C@H]1CN(C)Cc1ccccc1 | 0.0 | -21 | -2.0 | 20 | 20 | -5 | -2 | -1
Cc1cccc(NC(=O)c2ccccc2C(=O)Nc2cccc(C)c2)c1 | 0.1 | 3 | -1.2 | -3 | -4 | -1 | 10 | 5
Cc1c(NC(=S)NC(=O)C(C)(C)C)c(=O)n(-c2ccccc2)n1C | 0.1 | 6 | / | -1 | / | / | -16 | /
Cc1sc2ncn(CC(=O)N3CCC(C(N)=O)CC3)c(=O)c2c1S(=O)(=O)N1CCOCC1 | 0.3 | 2 | -4.1 | -2 | 3 | 8 | 16 | 4
O=C(C[C@@H]1C=C[C@H](NS(=O)(=O)c2cccc(F)c2)[C@@H](CO)O1)NCc1ccc2c(c1)OCO2 | -0.1 | -15 | -0.8 | -14 | -1 | -2 | 17 | 6
Cc1cc(C)c(C(=O)N2CCCC(N3CCN(c4cccc(C(F)(F)F)c4)CC3)C2)o1 (stereo not drawn) | 0.2 | / | 2.7 | 13 | 0 | 13 | 13 | 10
CCN(CC)CC(=O)Nc1sc(C)cc1C(=O)c1ccccc1 | -0.1 | / | 1.7 | 8 | -1 | 12 | 0 | 9
CCOc1cccc(C(=O)Nc2ccc(NC(=O)c3cc4ccccc4o3)c(OC)c2)c1 | 0.1 | 12 | -3.6 | 16 | -1 | -1 | -1 | 31
CCOC(=O)C1(CCCc2ccccc2)CCN(C(=O)CCC2=NNC(=O)CC2)CC1 | 0.3 | -1 | 2.2 | -2 | 2 | / | -9 | 2
